Pf growth 96h = P. falciparum growth inhibition at 96 hours. P. falciparum luciferase reporter growth, 96 h. AID 504834. 320,000 compounds, 6.9% hits. Potency, µM (doses to about 28.7 µM), without a hit: top-dose activity change, negative = inhibition, usual class: inhibitors
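P. falciparum expressing integrated firefly luciferase, in erythrocytes at 2% hematocrit, 0.05% parasitemia, incubated with compounds 96 h at 37 C, 5% CO2. Growth inhibition read as loss of luminescence; two-generation exposure targets delayed-death apicoplast inhibitors.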
HCV inhibitor = blocks hepatitis C virus | Huh7.5.1 HCVcc-Cre infection, luciferase reporter, 44 h | Potency, µM (series often up to 41.8 µM), for inactives: at the top dose activity change, negative = inhibition, actives largely listed as inhibitors | 340,000 compounds, 3.4% hits
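Antiviral activity was scored by luciferase reporter output from cells infected with HCVcc-Cre (~0.5 moi) in presence of compound, 44 h infection period, cells seeded 1,000/well 4 h prior.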
Sm TGR block = S. mansoni TGR enzyme inhibition | Q962Y6 | purified TGR, DTNB reduction, TNB absorbance 405 nm | Potency, µM (top dose mostly 114 µM), without a hit: at the highest dose activity change, negative = inhibition, actives largely listed as inhibitors | 360,000 compounds, 3% hits; also: nearly all actives have a fitted effect of over 60% in size
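TGR 20 nM + NADPH 100 uM (dispensed conc.), cpd preinc 15 min RT; start with NADPH (500 uM addition) then DTNB (15 mM addition). Kinetic TNB absorbance, 405 nm filter. Four-parameter Hill fit across titration.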
Tb PYK inh = inhibitors of Trypanosoma brucei pyruvate kinase. Q57TT1. TbPYK enzyme, Kinase-Glo Plus ATP luminescence, 45 min. Potency, µM (titrated, usually from 76.8 µM), without a hit: at the top dose activity, negative = inhibition, usual class: inhibitors. 410,000 compounds, 0.12% hits. AID 624173; also: nearly all actives have a fitted effect of over 50% in size
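Luminescence from Kinase-Glo Plus, added after a 45-minute room-temperature reaction, served as the end-point read-out. The enzyme and substrate were preincubated with compound before ADP (130 uM final) initiated turnover. Concentration-effect curves came from normalized qHTS data.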
LmPK inh = LmPK (Leishmania mexicana) enzyme inhibition; Q27686; purified LmPK, Kinase-Glo ATP luminescence, 1 h; Potency, µM (doses to about 57.5 µM), inactives show at the top dose activity change, negative = inhibition, actives largely listed as inhibitors; 290,000 compounds, 0.37% hits; AID 1721
Target sequence (Q27686 whole entry, looked up): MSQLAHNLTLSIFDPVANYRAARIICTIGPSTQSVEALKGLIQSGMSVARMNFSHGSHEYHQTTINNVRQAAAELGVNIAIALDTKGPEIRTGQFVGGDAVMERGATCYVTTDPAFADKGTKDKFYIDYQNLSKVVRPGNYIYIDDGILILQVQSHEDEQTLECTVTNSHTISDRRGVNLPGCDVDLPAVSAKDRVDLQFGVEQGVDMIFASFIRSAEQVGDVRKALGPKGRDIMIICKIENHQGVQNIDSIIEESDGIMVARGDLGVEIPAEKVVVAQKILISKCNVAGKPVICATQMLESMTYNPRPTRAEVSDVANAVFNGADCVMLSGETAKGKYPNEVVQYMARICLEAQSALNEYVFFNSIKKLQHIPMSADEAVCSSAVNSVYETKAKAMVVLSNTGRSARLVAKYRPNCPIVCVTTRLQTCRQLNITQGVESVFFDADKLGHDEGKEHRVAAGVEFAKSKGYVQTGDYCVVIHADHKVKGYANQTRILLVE
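Purified LmPK (0.1 nM) converted ADP (0.1 mM) to ATP with PEP (0.5 mM) in imidazole buffer pH 7.2 with KCl and MgCl2, 1 h at room temperature. ATP was read by Kinase-Glo luminescence; data normalized to uninhibited and no-enzyme controls.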
Pf growth 48h = P. falciparum growth inhibition at 48 hours (one generation); AID 504832; Potency, µM (series often up to 28.7 µM), for inactives: at the top dose activity change, negative = inhibition, hits mostly inhibitors; 310,000 compounds, 5.9% hits; P. falciparum luciferase growth in erythrocytes, 48 h
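Read-out is firefly luciferase luminescence from an integrated reporter in P. falciparum, so falling signal marks reduced parasite growth. Infected erythrocytes were at 2% hematocrit and 0.1% parasitemia (final) in Albumax-supplemented RPMI 1640.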
* hit, by the source's call; ? = inconclusive; nt = no result given; & = joins results of further samples; [ ] = another dose, or the depositor's remark. Calls follow the shape of the dose curve; as a rule, active = well fitted curve in the direction sought with a large enough effect; inconclusive = small, poorly fitted or top-dose-only effect, or another doubt; inactive = no such curve, though single readings can be large; an effect the other way counts as inactive or inconclusive. % is scaled to controls: 0 for no effect and ±100 for the full control effect; potency is read from the fitted curve at half-maximal effect.

SMILES	Pf growth 96h	HCV inhibitor	Sm TGR block	Tb PYK inh	LmPK inh	Pf growth 48h
N#Cc1cc2c(=O)n3ccccc3nc2n(-c2ccccc2Cl)c1=O	13%	4%	3%	-1%	12%[11.5 µM]	6%
COc1ccc(CN(C(=O)c2oc3cc(C)c(C)cc3c2C)C2CCS(=O)(=O)C2)cc1OC (configuration not stated)	2.9µM*	-18%	-10%	-2%	-4%	?
Cc1ccc(S(=O)(=O)Nc2ccc(C(=O)NCc3cccnc3)cc2)cc1	?	-6%	-1%	-9%	1%	3%
Cc1ccc(-c2nc(CN(C)Cc3ccc4nccnc4c3)c(C)o2)s1	-11%	-18%	?	-1%	4%	12%
Cc1ccc([N+](=O)[O-])cc1NC(=S)NC(=O)C(C)(C)C	-4%	?	45µM*	-6%	5%	17%
CC(Sc1n[nH]c(N)n1)C(=O)Nc1ccc(Cl)cn1 (configuration not stated)	-3%	4%	1%	0%	5%	66%[activator]
Cc1cc(S(=O)(=O)Nc2ccc(C(=O)NCC(c3ccccc3)N(C)C)cc2)ccc1F (configuration not stated)	10µM*	-8%	-25%	2%	0%	-15%
COc1ccc(CNC(=O)c2cc(-c3ccncc3)nc3c(C)cc(C)cc23)cc1OC	2%	?	-1%	-2%	0%	?
COc1ccccc1OC(=O)Cc1cccc2ccccc12	10%	14%	6%	5%	1%	-22%
COc1ccc(CNCc2cccc(Oc3ccccc3)c2)cc1	3.7µM*	?	1%	-8%	4%	73%[activator]
COc1cc(CNC2CCCCC2OC)cc(OC)c1OC (configuration not stated)	-29%	11%	1%	-1%	3%	-13%
N#CC1=C(SCC(=O)Nc2ccccc2)NC(=O)CC1c1ccc(O)cc1 (configuration not stated)	5.9µM*	-24%	5%	3%	-5%	nt
Cc1cccc(NC(=O)CN(C2=NC3CS(=O)(=O)CC3S2)c2ccccc2F)c1 (configuration not stated)	10%	-8%	5%	-4%	-3%	0%
Cc1ccc(-c2nc3sc4c(N)ncnc4c3c3c2CCCC3)cc1	117%[activator]	?	-27%	nt	2%	47%[activator]
Cc1ccc(-c2nn3cnnc3c3ccccc23)cc1	-27%	6%	0%	2%	-6%	-15%
Cn1c(SCC(=O)c2ccccc2)nnc1-c1ccccn1	40%[activator]	1%	-1%	-6%	-8%	59%[activator]
Cc1noc(NS(=O)(=O)c2ccc(NC(=O)CC34CC5CC(CC(Br)(C5)C3)C4)cc2)c1C	0%	0%	-24%	-1%	3%	15%
CC(C(=O)Nc1c2c(cc3c1CCC3)CCC2)N1CCCC1 (configuration not stated)	-22%	14%	16%	-4%	4%	6%
COc1cccc(NC(=S)N2CCN(S(=O)(=O)c3ccc(F)cc3)CC2)c1	?	11%	-2%	-3%	-5%	1.9µM*
COCCCNC(=O)C(=O)NC1CCCCC1C (configuration not stated)	22%	10%	-1%	0%	2%	10%[1.15 µM]
O=C1NC(=O)N(c2ccc3c(c2)OCO3)C(=O)/C1=C/c1ccc(N2CCCC2)o1	1%	-23%	?	-12%	-1%	?
O=[N+]([O-])c1ccc(O)c(/C=N/Nc2ccccc2Cl)c1	-20%	?	-20%	7%	-1%	97%[activator]
COc1ccc(N2CCN(Cc3cc(=O)oc4ccc(C)cc34)CC2)cc1	?	5%	-20%	-2%	-2%	nt
COc1cc2c(cc1OC)C1O[C@](CCCCN3C(=O)c4ccccc4C3=O)(C2)OC2=C1C(=O)CC(C)(C)C2	?	nt	4.5µM*	nt	-8%[11.5 µM]	0.24µM*
Cc1ccccc1NC(=O)CSCCN1C(=O)c2ccccc2C1=O	-11%	5%	-8%	3%	1%	10%
O=C(O)c1ccccc1C(=O)N1N=C2/C(=C/c3cccc([N+](=O)[O-])c3)CCCC2C1c1cccc([N+](=O)[O-])c1 (configuration not stated)	?	20%	-24%	-2%	-2%	?
COC(=O)CSc1nnc(CNc2ccc(Cl)cc2)n1Cc1ccccc1	4%	19%	-14%	-26%	3%	?
O=C(Nc1ccc(F)cc1)C1CCCN1S(=O)(=O)c1ccc(Br)cc1 (configuration not stated)	2%	-3%	-15%	0%	1%	?
CC1(C)Cc2c(C#N)c(N)n(-c3ccccc3)c(=S)c2CO1	-9%	17%	-13%	-1%	7%	-8%
O=C(c1ccccc1)c1nn(-c2ccc(Cl)cc2)c(=O)cc1C(F)(F)F	?	6.3µM*	-4%	2%	1%	?
N#C/C(=C\c1c(N2CCCCCC2)nc2ccccn2c1=O)C(=O)NC1CCS(=O)(=O)C1 (configuration not stated)	?	-3%	-12%	1%	0%	-3%
N/C(=N\OC(=O)c1ccccc1Cl)c1cccc([N+](=O)[O-])c1	-26%	9%	-3%	-15%	-8%	284%[activator]
CCCN(CCC)C(=O)CSc1nc2ccccc2c(=O)n1C1CCCC1	39%[activator]	11µM*	6%	-9%	-4%	?
N#Cc1cn(Cc2ccncc2)c(=O)[nH]c1=O	-33%[1.15 µM]	9%	7%	0%	0%	27%
O=C(CSCc1ccc(F)cc1)Nc1ccc(N2CCOCC2)cc1N1CCOCC1	13µM*	-12%	0%	-4%	nt	5.9µM*
Cc1ccc(N2CC(C(=O)Nc3nnc(SCC(=O)NCC4CCCO4)s3)CC2=O)cc1 (configuration not stated)	?	4%	1%	2%	6%	-13%
CCCn1c(CCC(=O)Nc2ccccc2Cc2ccccc2)nc2cc(S(=O)(=O)N3CCOCC3)ccc21	2.3µM*	?	-3%	3%	14%	nt
Cc1ccc(S(=O)(=O)CCC(=O)Nc2nc(C(C)(C)C)cs2)cc1	30%	-21%	?	7%	9%	6%
O=C(CSc1ccc2ccccc2n1)N1CCC(c2noc3ccc(F)cc23)CC1	?	?	-15%	6%	3%	?
Cc1ccc(-c2csc(NC(=O)N3CCOCC3)n2)cc1	3%	?	nt	-5%	-2%	32%[activator]
CN(C)c1ccc(NC(=O)CN2C(=O)c3ccccc3C2=O)cc1	5%	26%	-3%	-10%	0%	-6%
Cc1cccc(NC(=O)COC(=O)CCc2c[nH]c3ccccc23)c1	-5%	9%	0%	-5%	nt	40%[activator]
C/C(=N\Nc1ncc(Cl)cc1Cl)c1ccc(S(=O)(=O)NCc2ccco2)cc1	70%[activator]	?	-7%	-12%	5%	50%[activator]
COc1ccc(N2CCN(c3nc4c(c(=O)n(C)c(=O)n4C)n3Cc3ccccc3)CC2)cc1	nt	11µM*	-1%	-8%	-1%	?
CCOc1ccccc1C(=O)NN1C(=O)C2CCCCC2C1=O (configuration not stated)	?	25%	-16%	2%	-2%	-2%

Looked up above:
Cc1ccc([N+](=O)[O-])cc1NC(=S)NC(=O)C(C)(C)C – Pf growth 96h = -4%
COC(=O)CSc1nnc(CNc2ccc(Cl)cc2)n1Cc1ccccc1 – Pf growth 96h = 4%
COc1cc(CNC2CCCCC2OC)cc(OC)c1OC (configuration not stated) – HCV inhibitor = 11%
CC(C(=O)Nc1c2c(cc3c1CCC3)CCC2)N1CCCC1 (configuration not stated) – Pf growth 96h = -22%
N#Cc1cc2c(=O)n3ccccc3nc2n(-c2ccccc2Cl)c1=O – LmPK inh = 12%[11.5 µM]
COc1ccc(CN(C(=O)c2oc3cc(C)c(C)cc3c2C)C2CCS(=O)(=O)C2)cc1OC (configuration not stated) – LmPK inh = -4%
COc1cc2c(cc1OC)C1O[C@](CCCCN3C(=O)c4ccccc4C3=O)(C2)OC2=C1C(=O)CC(C)(C)C2 – Pf growth 48h = 0.24µM*

(next part)
SMILES	Pf growth 96h	HCV inhibitor	Sm TGR block	Tb PYK inh	LmPK inh	Pf growth 48h
N#Cc1ccc(NC(=O)Nc2ccc(Oc3ccc(NC(=O)Nc4ccc(C#N)cc4)cc3)cc2)cc1	?	?	-1%	-6%	4%	1.7µM*
COc1ccc(NC(=S)N(CCc2c(C)[nH]c3ccccc23)Cc2ccco2)cc1	-15%	-10%	-11%	-1%	-3%	-7%
c1ccc(C2=Nn3c(nnc3-c3cccnc3)SC2)cc1	8%[5.75 µM]	6%	0%	1%	4%	-12%
O=S(=O)(c1ccccc1)N1CCN=C1SCc1c(F)cccc1Cl	?	?	8%	-5%	3%	8%
Cc1ccc(C(=O)Nc2ccc(N3CCN(C(=O)c4ccco4)CC3)cc2)c(Cl)c1	9%	11µM*	-1%	2%	-1%	13µM*
N#Cc1ccc(-c2ccc(OCC(O)CN3CCCCC3)cc2)cc1 (configuration not stated)	?	?	7%	-6%	1%	?
COc1cc(C(=O)Oc2ccc(/C=N/NC(=O)c3ccncc3)cc2)cc(OC)c1OC	28%	-12%	3%	-7%	9%	-6%
COc1ccccc1Oc1c(NS(=O)(=O)c2ccc(C(C)(C)C)cc2)nc(-c2ncccn2)nc1OCCO	-22%	nt	nt	4%	nt	0%
O=C(O)CN1C2=NCCCN2c2ccccc21	27%	10%	10%	2%	12%	14%
COc1cccc(N2CC34C=CC(O3)C(C(=O)O)C4C2=O)c1 (configuration not stated)	3%	-1%	34%	-10%	13%	19%
Cn1c(=O)[nH]c(=O)c2c1nc(CN1CCN(c3ccccc3F)CC1)n2CCCc1ccccc1	125%[activator]	-7%&-3%	-3%	-12%	4%	?
COc1cc(/C=C2/C(=O)N(C)C(=S)N2C)ccc1OCc1cccc(F)c1	3.3µM*	?	-5%	0%	-2%	-1%
CCS(=O)(=O)c1nc(S(=O)(=O)c2ccc(Cl)cc2)c(NCCOC)s1	-20%	3%	-10%	-22%	1%	?
C[n+]1ccccc1C1CCCC/C1=N\Nc1ccc([N+](=O)[O-])cc1[N+](=O)[O-] (configuration not stated)	?	-1%	?	4%	2%	3.7µM*
O=C(CN1CCOCC1)Nc1ccccc1-c1ccccc1	?	7%	-24%	3%	-4%	-5%
CCOC(=O)N1CCN(c2c(NC3CCN(Cc4ccccc4)CC3)c(=O)c2=O)CC1	?	-14%	-28%	-7%	0%	nt
Cc1cc(C)cc(NC(=O)Nc2cc(-c3ccccc3)nn2C)c1	1%	1%	5%	-3%	3%	1%
CCOCCOC(=O)c1[nH]c2c(c1C)C(=O)CC(c1ccc(N(C)C)cc1)C2 (configuration not stated)	11%	?	-11%	0%	-1%	?
COc1ccccc1NC(=O)CCc1c(C)[nH]c(=O)c(C#N)c1C	1%	8%	4%	0%	0%	52%[activator]
Cc1onc(-c2c(F)cccc2Cl)c1C(=O)N[C@@H]1C(=O)N2[C@H]1SC(C)(C)[C@H]2C(=O)O	-3%	nt	nt	0%	nt	7%
CCCC(c1nnnn1CCc1ccccc1)N1CCC(C(N)=O)CC1 (configuration not stated)	4.1µM*	-1%	1%	-3%	1%	-17%
COc1cc(/C=C/C(=O)NC(C)CCc2ccccc2)cc(OC)c1OC (configuration not stated)	19%	?	-11%	-6%	3%	-29%
COC(=O)c1[nH]c2cc(OC)ccc2c1NC(=O)c1ccc2c(c1)OCO2	?	2.5µM*	12%	2%	1%	?
CC(=O)c1ccc(N2CCN(S(=O)(=O)c3cccc(S(=O)(=O)N4CCOCC4)c3)CC2)cc1	?	6%	-2%	1%	2%	nt
CCCCNC(=O)c1cc([N+](=O)[O-])[nH]n1	98%[activator]	34%[activator]	-9%	6%	3%	1%

In a second layout: results already given
Results follow in this order: Pf growth 96h, HCV inhibitor, Sm TGR block, Tb PYK inh, LmPK inh, Pf growth 48h
> Cc1noc(NS(=O)(=O)c2ccc(NC(=O)CC34CC5CC(CC(Br)(C5)C3)C4)cc2)c1C
→ 0%, 0%, -24%, -1%, 3%, 15%
> CC(C(=O)Nc1c2c(cc3c1CCC3)CCC2)N1CCCC1 (configuration not stated)
→ -22%, 14%, 16%, -4%, 4%, 6%
> COc1cccc(NC(=S)N2CCN(S(=O)(=O)c3ccc(F)cc3)CC2)c1
→ ?, 11%, -2%, -3%, -5%, 1.9µM*
> COCCCNC(=O)C(=O)NC1CCCCC1C (configuration not stated)
→ 22%, 10%, -1%, 0%, 2%, 10%[1.15 µM]

Screening results (PubChem)
